# hERG WT inh: qHTS for Inhibitors of KCHN2 3.1: Wildtype qHTS. hit rate 0.37% among 340,000. U2OS, BacMam KCNH2, thallium flux FluxOr; hits give low values. Voltage-gated inwardly rectifying potassium channel KCNH2 (Homo sapiens), Q12809. AID 720551, 2013. activity change, % at 1.84 µM;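 active = maximum activity change below -70%; inconclusive = maximum activity change between -70% and -50%; inactive = maximum activity change above -50%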; also: % is scaled to controls: 0 for no effect and ±100 for the full control effect
#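 U2OS cells transduced with wild-type KCNH2 virus are loaded with FluxOr dye for 45 min, and thallium flux is measured in kinetic reads before and after stimulation buffer. Rate constants are normalized to DMSO controls.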
# Tb PFK inh: qHTS Assay to Find Inhibitors of T. brucei phosphofructokinase; hit rate 0.17% among 330,000; T. brucei PFK, ADP-Glo luminescence; Potency, µM (doses to about 57.5 µM), without a hit: at the top dose activity, negative = inhibition, usual class: inhibitors;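 also: potency is read from the fitted curve at half-maximal effect; 0% = uninhibited 1x PFK enzyme wells and -100% = no-enzyme wells; nearly all actives have a fitted effect of over 60% in size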
#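 In TEA buffer at pH 8.0 with 5 mM MgCl2, enzyme (1.25 nM) converted F6P (0.5 mM) and ATP (0.1 mM) for 45 min at room temperature. ADP product was read by luciferase luminescence.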
# TCR activator: Activators of T cell receptors: qHTS campaign; primary human leukocytes, anti-CD3, IL-2 HTRF, 48 h; Potency, µM (top dose mostly 9.22 µM), for inactives: at the top dose activation of IL-2 secretion, actives largely listed as activators; 330,000 tested, under 10 active; AID 504894, 2011; also: % of control where 0% means no effect
#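 1) Mix primary human leukocytes, a-CD3 beads and compound. 2) Incubate 48 hr. 3) Add HTRF IL-2 reagents (a-IL-2-K, a-IL-2-d2).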
# Giardia killer: Small Molecules that selectively kill Giardia lamblia: qHTS; Giardia lamblia trophozoite viability; AID 540267, 2011; activity change, % at 7.66 µM, hits read low; hit rate 0.15% among 340,000; in the data active = activity change below about -80%; inconclusive = between about -30% and that limit;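 also: parasites exposed to compound for two days anaerobically before the ATP read; % is scaled to controls: 0 for no effect and ±100 for the full control effect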
#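 Each well holds 100 Giardia trophozoites and compound. After two days (48 hrs) at 37 deg C in anaerobic conditions, ATP is quantified by luminescence.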
# A-T KAP1 phos: qHTS Assay for Identifying a Potential Treatment of Ataxia-Telangiectasia; Potency, µM (top dose mostly 57.5 µM), for inactives: at the top dose activation, actives largely listed as activators; […] A-T fibroblasts, KAP-1 phosphorylation AlphaLISA; neocarzinostatin DNA damage 30 min before lysis; AID 485349, 2010; hit rate 0.19% among 320,000; also: potency is read from the fitted curve at half-maximal effect; % of control where 0% means no effect; nearly all actives have a fitted effect of over 45% in size
#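 hTERT-immortalized A-T patient fibroblasts ([…]), 500 cells/well in OPTI-MEM, 1% FBS, got compounds for 60 min, then NCS for 30 min at 37C. Lysates were then assayed for phospho-KAP-1 by AlphaLISA (anti-pKAP1 donor, anti-KAP1 acceptor beads), 6 hr at 25C.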
# MLL CXXC-DNA inh: qHTS Fluorescence Polarization Assay for Inhibitors of MLL CXXC domain - DNA interaction | Histone-lysine N-methyltransferase 2A (Homo sapiens), Q03164 | MLL-CXXC / FITC-HOXA9 DNA fluorescence polarization | Potency, µM (highest dose often 115 µM), inactives show at the highest dose activity change, negative = inhibition, usual class: inhibitors | hit rate 0.037% among 290,000 | AID 2662, 2010; active = well fitted inhibition curve with a large enough effect in the polarisation, with a control signal flat, not every such curve was filed as active; inconclusive = small, poorly fitted or top-dose-only effect, or effect the other way, or a change in a side signal; inactive = no such curve, though single readings can be large or run the other way; the % refers to the polarisation; also: potency is read from the fitted curve at half-maximal effect
#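 Purified MLL-CXXC (added from a 7 uM solution) was preincubated 5 min at ambient with pinned compounds in 50 mM Tris-HCl pH 7.5, 50 mM NaCl, 1 mM DTT, 0.05% BSA. Fluorescein-labeled HOX-A9 DNA (50 nM solution) followed, 30 min, then polarization read.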
# TSHR antag: Antagonists of the Thyroid Stimulating Hormone Receptor: HTS campaign | Thyrotropin receptor (Homo sapiens), P16473 | TSHR-expressing cells, TSH-stimulated cAMP HTRF, 2 h; hits give low values | activity change, negative = inhibition, % at 11.5 µM | hit rate 0.2% among 330,000 | AID 504810, 2011;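 active = activity change below a set negative limit, meaning inhibition stronger than a set level, cut at about -70% in these data; inconclusive = activity change between two set negative limits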; also: % is scaled to controls: 0 for no effect and ±100 for the full control effect
#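 Cell-based HTRF cAMP assay; TSHR cells + compound, TSH EC80 (4nM final), 2 h, 37 deg C. Lysis with anti-cAMP cryptate and cAMP-d2, 30 min RT, read 665/620 nm.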
# GALK inh: qHTS Assay for Inhibitors of Human Galactokinase (GALK); P51570; Purified GALK, Kinase-Glo residual ATP luminescence; Potency, µM (series often up to 57.5 µM), for the others: at the highest dose activity change, negative = inhibition, actives largely listed as inhibitors; hit rate 0.007% among 270,000; AID 1868, 2009; also: potency is read from the fitted curve at half-maximal effect; % is scaled to controls: 0 for no effect and ±100 for the full control effect
#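 Human GALK (5 nM) with 35 uM ATP and 100 uM galactose in 20 mM HEPES pH 8.0, 5 mM MgCl2, 60 mM NaCl, 1 mM DTT, 0.01% BSA. After 1 h at room temperature, leftover ATP was read by Kinase-Glo Plus luminescence.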
# Coupling enz: qHTS Assay for Inhibitors of Fructose-1,6-bisphosphate Aldolase from Giardia Lamblia: Coupling assay counterscreen. coupling enzyme system counterscreen, AmpLite Red fluorescence. activity change, negative = inhibition, % at 58.2 µM, hits read low. hit rate 0.67% among 290,000; in the data active = activity change below about -30%; also: % is scaled to controls: 0 for no effect and ±100 for the full control effect
#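 Activity here indicates interference with the coupling reaction, not aldolase inhibition. Compounds at 57.5 uM final met coupling enzymes for 10 min at RT; substrate and AmpLite Red detection followed, with a 525/598 nm fluorescence read after 20 min.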
# Chronic BCR inh: qHTS Assay to Find Inhibitors of Chronic Active B-Cell Receptor Signaling; hit rate 0.05% among 340,000; ABC-DLBCL IkBa-CBG/CBR reporter, luminescence ratio, 4 h; Potency, µM (top dose mostly 46.1 µM), for the others: top-dose ratio change, negative = lower green/red ratio, most hits filed as inhibitors; AID 493014, 2011; active = well fitted inhibition curve with a large enough effect in the signal ratio, with a control signal flat, not every such curve was filed as active; inconclusive = small, poorly fitted or top-dose-only effect, or effect the other way, or a change in a side signal; the % refers to the signal ratio;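 also: potency is read from the fitted curve at half-maximal effect; plate controls were basal doxycycline-induced cells for no effect and cells given 10 µM MG132 for full effect; MG132 reads +100%, hits lower the ratio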
#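 Compounds up to 46 uM were incubated four hours with TMD8 cells whose green CBG68 luciferase is fused to IkappaBalpha; red CBR luminescence normalised the signal, and concentration-effect curves were fitted to fusion, red and ratio data.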
# * = called active by the depositor; i = inactive; ? = inconclusive; . = no result given; [ ] = dose if it differs, or a comment. Unless noted, calls follow the shape of the dose curve; as a rule, active = well fitted curve in the direction sought with a large enough effect; inconclusive = small, poorly fitted or top-dose-only effect, or another doubt; inactive = no such curve, though single readings can be large; an effect the other way counts as inactive or inconclusive.
molecule,hERG WT inh,Tb PFK inh,TCR activator,Giardia killer,A-T KAP1 phos,MLL CXXC-DNA inh,TSHR antag,GALK inh,Coupling enz,Chronic BCR inh
COc1cc(C(=O)NC2CC(C)(C)NC(C)(C)C2)cc(OC)c1OC,i,-4%,10%,-6,3%,-10%,-6,2%,-3,?
Cc1cc(NCCCn2ccnc2)n2nc(C)c(-c3ccc(Cl)cc3)c2n1,13,10%,2%,1,.,18%,16,1%,1,-6%
O=C(CCNC(=O)c1ccccc1Cl)Nc1cc(C(F)(F)F)ccc1N1CCCC1,1,11%,3%,-5,11%,?,-8,4%,-1,2%
COc1ccc2c(C)c(C)c(=O)oc2c1OC,-20,4%,-2%,10,1%,8%,-1,-1%,0,1%
Cc1cc(/C=C2\SC(=O)NC2=O)c(C)n1-c1ccc(N2CCOCC2)cc1,-1,-1%,-2%,6,-10%,-21%,-13,0%,3,?
CSc1ncccc1C(=O)NC1CCCc2c1cnn2-c1ccc(C)c(C)c1 (stereo not drawn),-6,-27%,2%,-10,2%,2%,-16,2%,4,2%
O=[N+]([O-])c1ccc(/C=C/c2ccc3cccc(O)c3n2)cc1,-8,0%,7%,-12,-11%,-5%,2,-1%,-4,?
COc1cc(C(=O)OCC(=O)Nc2ccccc2C(=O)NC2CC2)c([N+](=O)[O-])cc1OC,-1,-4%,-2%,4,-3%,.,-8,.,.,4%
CCN1CCc2c(sc(NC(=O)c3ccc(C(=O)c4ccccc4)cc3)c2C(N)=O)C1,18,3%,1%,6,-6%,54%[activator],-18,-3%,-1,-1%
CC1(C)N=C(c2cccc(F)c2)C(=O)N1,1,0%,10%,8,1%,6%,-6,0%,3,?
COc1ccc(-c2c(C)n([O-])c3c([n+]2=O)CCCC3)cc1OC,.,-6%,.,.,3%,-7%,8,7%,0,3%
COc1ccc(CCNC(=O)C(=O)NCC2CCCN2S(=O)(=O)c2cccs2)cc1OC (stereo not drawn),5,-1%,-10%,-14,5%,.,-2,.,.,?
Cc1noc(/C=C/c2ccco2)c1S(=O)(=O)N1CCC(C(=O)N(C)Cc2ccccc2)CC1,8,0%,5%,-7,1%,15%,-3,1%,0,-1%
Cc1cc(CNC(=O)CC2C(=O)NCCN2CC(C)(C)C)nn1C (stereo not drawn),.,1%,2%,35[activator],5%,?,-1,1%,-6,-7%
CCO[C@H]1OC(C(=O)N2CCN(Cc3ccc4c(c3)OCO4)CC2)=C[C@@H](C)[C@@H]1CCCO,9,3%,-3%,0,1%,-18%,1,0%,5,-8%
COc1ccc(CC(=O)N/N=C/C=C/c2ccc3c(c2)OCO3)cc1OC,2,-1%,2%,-15,6%,0%,3,1%,-9,-10%
Cc1ccc(NC(=O)COC(=O)c2c(-c3ccccc3)noc2C)cc1,-7,-4%,5%,3,-5%,.,-23,.,.,-1%
CCN(CC)CCCNC(=O)c1ccc2c(SCC(=O)O)c3c(nc2c1)CCC3,.,0%,.,.,1%,-4%,4,.,0,-2%
O=C(COC(=O)c1c2c(nc3ccccc13)/C(=C\c1cccs1)CCC2)Nc1ccccc1,-1,0%,-1%[46.1 µM],-16,18%,14%,26,1%,-3,-8%
CC(=O)N1CC2(C)CN(C(C)=O)CC(C)(C1)C2,5,5%,-5%,20,.,4%,-2,4%,5,4%
CCC1CCC2(CC1)NC(=O)N(CC(=O)Nc1cccc(S(=O)(=O)N(C)c3ccccc3)c1)C2=O (stereo not drawn),12,-3%,.,-15,4%,.,-10,.,.,?
Cc1ccc(NC(=O)C(=O)Nc2ccccn2)cc1,27,0%,-6%[46.1 µM],?,-4%,13%,0,3%,3,?
COC(=O)Nc1ccc(SCC(=O)c2ccc(Cl)cc2)cc1,-4,?,-1%,9,2%,8%,17,-1%,1,-13%
CC1CC(C)CN(C(=O)CNC(=O)c2sc3ccccc3c2Cl)C1 (stereo not drawn),-7,-3%,0%,41[activator],8%,.,-3,.,.,10%
O=C(Nc1ccc2c(c1)nc1n2CCSC1)c1ccco1,3,-3%,.,?,-1%,9%,44,-1%,-5,?

# (cont.)
molecule,hERG WT inh,Tb PFK inh,TCR activator,Giardia killer,A-T KAP1 phos,MLL CXXC-DNA inh,TSHR antag,GALK inh,Coupling enz,Chronic BCR inh
CC(C)OCCCNC(=O)CN1C(=O)/C(=C/c2ccccc2)Sc2ccccc21,-1,2%,-1%,-4,-7%,-7%,-9,1%,-6,-8%
CCOC(=O)C1CCN(C(=O)CN2C(=O)c3cccnc3Oc3ccc(C)cc32)CC1,4,2%,5%,-1,10%,12%,-4,-1%,.,0%
CCc1nnc2c(NCCc3ccc(OC)c(OC)c3)nc3ccccc3n12,1,-5%,-20%,-3,2%,17%,-4,-2%,0,?
COc1ccc(NS(=O)(=O)c2cccc(C(=O)N3CCCC(C)C3)c2)cc1 (stereo not drawn),6,-2%,-4%,30,10%,.,-2,.,.,6%
O=C(CCn1c(=O)oc2ccccc21)Nc1nccs1,-4,-2%,-3%,-5,1%,-12%,-4,3%,-1,2%
CCOc1ccc(NC(=O)CC(Cc2cc(C)cc(C)c2)C(=O)O)cc1 (stereo not drawn),6,7%,-6%,-2,12%,19%,-28,0%,9,1%
Cc1cccc(N=c2oc3cc(O)ccc3cc2C(N)=O)c1,1,0%,-6%,16,8%,?,-17,-2%,6,?
O=C(N/N=C/c1ccc(Br)o1)c1cccnc1,-1,-2%,7%[46.1 µM],4,-4%,-4%,5,.,0,6%
Cc1c(C(=O)OCC(=O)N2CCC(C)CC2)oc2ccccc12,-5,-2%,-3%,14,10%,.,-14,.,.,-2%
NC(=O)c1nn(Cc2ccccc2)c(=O)c2ccccc12,25,1%,-6%,-17,-1%,-1%,-1,-3%,0,-10%
COc1ccc(-n2c(C)nnc2SCC(=O)Nc2ccccc2F)cc1,1,1%,-1%,4,14%,18%,11,-2%,2,-9%
COc1ccc(Nc2nc3ccccc3nc2C)cc1,-2,1%,3%,-13,-4%,-9%,-8,4%,-1,-1%
C=CCn1c(N)c(C(=O)Nc2ccccc2OC)sc1=S,-10,0%,-4%,-1,-1%,-4%,-5,0%,-1,-11%
COc1ccc(S(=O)(=O)NC2CCc3ccccc32)cc1OC (stereo not drawn),18,-12%,-9%,22,10%,-1%,-3,0%,1,0%
O=C1CCc2cc(NS(=O)(=O)c3ccc(F)cc3)cc3c2N1CCC3,8,9%,-3%,1,-4%,.,1,.,.,?
Cc1cccc2c1-c1sc(C(=O)Nc3cccc([N+](=O)[O-])c3C)cc1CO2,-4,0%,4%[46.1 µM],33[activator],.,-5%,-31,3%,3,?
CCN(CC)S(=O)(=O)c1cc(C)c(C)cc1Br,-1,-1%,-2%[46.1 µM],0,5%,5%,-26,-1%,1,?
Nc1ccc(N2CCN(c3ccc(F)cc3)CC2)cc1,-2,0%,4%,7,-3%,14%,-1,0%,0,0%
Cc1cc(C(=O)Cn2nc(C(=O)O)c3ccccc3c2=O)c(C)n1C1CC1,-4,1%,.,1,5%,27%,-7,0%,-6,3%
C[n+]1c2n(c3ccccc31)N=C(c1cc(C(C)(C)C)c(O)c(C(C)(C)C)c1)CS2,20,1%,2%,-10,-6%,20%,-21,8%,2,?
COc1ccccc1-c1nnc(NC(=O)c2ccc(S(=O)(=O)N3CCOCC3)cc2)o1,-10,-2%,.,-18,9%,33%[activator],26,6%,.,?
COCC(C)NC(=O)CSc1nc(-c2ccccc2)c(-c2ccccc2)o1 (stereo not drawn),-11,-7%,2%,2,1%,1%,-7,-4%,8,14%
O=C(c1ccccc1SCc1ccc(F)cc1)N1CCOCC1,3,3%,6%,9,9%,2%,-13,1%,-7,11%
O=C(Nc1ccccc1N1CCCCC1)c1cnccn1,-14,4%,.,-19,0%,3%,2,11%,0,-1%
Cc1ccc(S(=O)(=O)N2CCOCC2)cc1C(=O)Nc1ccccc1N1CCCC1,-7,-5%,2%,-12,1%,.,-3,.,.,0%

# Screening results (PubChem)
